# Bioassay records (PubChem)
# GSK3B inh: blocks human GSK3beta kinase activity. P49841. GST-GSK3beta kinase, ADP-Glo luminescence, 60 min; stronger effect = lower value. activity score (negative = inhibition), % at 10 µM. 300,000 tested, 0.038% active. AID 2097;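 active = more than half of replicate wells score below -50%, meaning over 50% inhibition versus plate controls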;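 note: 0% = median DMSO wells and -100% = median GW8510 positive control wells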
# Target sequence (P49841 whole entry, looked up): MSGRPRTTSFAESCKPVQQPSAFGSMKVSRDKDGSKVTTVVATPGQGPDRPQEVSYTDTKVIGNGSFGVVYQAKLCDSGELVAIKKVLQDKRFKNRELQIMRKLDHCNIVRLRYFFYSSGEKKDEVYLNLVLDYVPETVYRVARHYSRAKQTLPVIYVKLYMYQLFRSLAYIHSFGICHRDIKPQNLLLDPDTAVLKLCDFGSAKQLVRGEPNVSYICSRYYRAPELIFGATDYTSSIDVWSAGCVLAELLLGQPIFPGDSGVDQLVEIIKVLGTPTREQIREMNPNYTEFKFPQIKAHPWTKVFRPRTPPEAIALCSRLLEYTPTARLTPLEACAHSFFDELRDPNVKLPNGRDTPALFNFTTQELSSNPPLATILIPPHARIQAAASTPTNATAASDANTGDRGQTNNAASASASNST
#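 Test system – GST-tagged human GSK3beta kinase, cell-free · Incubation – 60 min enzyme reaction, room temperature · Signal – ADP-Glo luminescence · Also added – peptide substrate and ATP at 25 µM · Controls – DMSO neutral wells and GW8510 at 20 µM as positive · Buffer or medium – Tris/MgCl2 kinase buffer · Measure – Luminescence-derived activity versus plate DMSO and GW8510 wells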
# IEC-6 tox: counter-screen for KLF5 inhibitors: cytotoxicity in IEC-6 cells; AID 1825; inhibition, % at 5 µM; IEC-6 cytotoxicity, luminescence viability; 290,000 tested, 0.78% active; in the data active = inhibition above about 22%;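 note: 0% = plate median of test compound wells and 100% = cytotoxic reference compound wells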
# HIF activator: HIF pathway transcriptional activation; activation, % at 7.5 µM (by protocol); AID 1910; 300,000 tested, 0.32% active; U2OS HRE-luciferase reporter, luminescence; normalized: DMSO 0%, desferrioxamine 100%;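 active = mean activation of at least 10% of the iron chelator positive control signal, with at least half of replicates also reaching 10%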
# HSF1 inh: HSF1 inhibition; NIH3T3-HGL HSE-luciferase, MG132-induced, luminescence 8 h; stronger effect = lower value; activity change, negative = inhibition, % at 7.5 µM (by protocol); 300,000 tested, 0.77% active;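 active = more than half of replicate wells show activity change below -50%, luminescence cut by over half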;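 note: luciferase reports HSF-1 transcriptional activity via heat shock element; 0% = median of DMSO wells and -100% = zero luminescence signal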
# aSyn UTR inh: MLPCN primary screen, SNCA 5' untranslated region; 300,000 tested, 0.82% active; inhibition, % (tested at 7.5 µM); AID 1813; alpha-synuclein 5'UTR reporter, inhibitor activity; in the data active = inhibition above about 60%;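 note: H4 neuroglioblastoma cells stably carrying SNCA 5'UTR luciferase fusion; 0% = DMSO wells and 100% = positive control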
# HSP90 refold inh: inhibitors of HSP90 luciferase refolding in rabbit reticulocyte lysate. luciferase refolding luminescence, 3 h. inhibition, % at 5.6 µM. 290,000 tested, 0.91% active. AID 1789;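 active = inhibition above the screen-wide mean plus 3 SD, computed separately per campaign, cut at about 16% in these data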;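 note: 0% = DMSO wells and 100% = 60 µM geldanamycin wells; inhibitors lower the luminescence because luciferase stays unfolded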
# GSK3A inh: blocks human GSK-3 alpha kinase | P49840 | ADP-Glo luminescence, 60 min | inhibition, % at 10 µM | 320,000 tested, 0.1% active | AID 2650;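 in the data active = inhibition above about 50%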;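 note: GST-tagged GSK-3 alpha with peptide substrate and 25 µM ATP; 0% = DMSO neutral wells and 100% = GW8510 positive control wells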
# Target sequence (P49840 whole entry, looked up): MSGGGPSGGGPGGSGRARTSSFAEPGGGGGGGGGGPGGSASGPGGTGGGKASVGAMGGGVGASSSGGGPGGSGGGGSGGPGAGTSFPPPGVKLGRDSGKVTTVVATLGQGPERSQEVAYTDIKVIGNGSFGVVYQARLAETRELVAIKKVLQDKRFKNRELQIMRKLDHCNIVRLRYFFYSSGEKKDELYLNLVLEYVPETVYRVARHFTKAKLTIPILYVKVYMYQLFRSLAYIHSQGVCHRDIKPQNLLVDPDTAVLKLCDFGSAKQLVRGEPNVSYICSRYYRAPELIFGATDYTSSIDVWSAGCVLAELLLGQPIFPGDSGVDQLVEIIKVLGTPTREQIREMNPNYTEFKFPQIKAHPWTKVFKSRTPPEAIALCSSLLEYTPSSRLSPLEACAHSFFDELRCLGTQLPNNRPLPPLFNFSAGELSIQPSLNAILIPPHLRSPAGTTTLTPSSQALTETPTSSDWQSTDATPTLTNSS
# AI-2 QS mod: modulates the Vibrio harveyi AI-2 quorum sensing system | activity change, % at 7.5 µM | AID 2094 | Vibrio harveyi JMH597 AI-2 luminescence/OD600 ratio, 9 h; stronger effect = lower value; strain lacks LuxN and CqsS sensors; 0 = neutral-control median | 300,000 tested, 0.4% active; in the data active = activity change below about -75%, passing the limit was not always enough;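 note: luminescence divided by OD600 gain over 9 h not by final OD600 alone; inactives centre near 13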
# KLF5 inh: inhibitors of KLF5 expression; DLD-1 KLF5 promoter-luciferase reporter, luminescence; inhibition, % at 5 µM; 290,000 tested, 0.23% active;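 active = inhibition above a per-plate limit of that plate's mean compound inhibition plus 3 SD, cut at about 60% in these data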;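 note: 0% = DMSO wells and 100% = LY294002 at 200 µM; higher means less KLF5 promoter-driven luciferase light; inactives centre near -14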
# HSF-1 act: increases HSF-1 driven luciferase reporter signal; activation, % at 9 µM; NIH3T3-HGL HSF-1 luciferase reporter, MG132, 8 h; 100% = twice DMSO control signal; 300,000 tested, 1.7% active; AID 504408;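 active = mean replicate activation of at least 50% with a set share of replicates each reaching 50%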;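 note: 0% = median of the neutral control wells and 100% = twice that signal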
# Starred values were filed as active, the others as inactive; nt = not tested or not shown.
SMILES,GSK3B inh,IEC-6 tox,HIF activator,HSF1 inh,aSyn UTR inh,HSP90 refold inh,GSK3A inh,AI-2 QS mod,KLF5 inh,HSF-1 act
Cc1n[nH]c(C)c1N=Nc1cc(Cl)ccc1Cl,-3,4,-1.2,-6,15,1,0,30,-33,-4
O=C(Oc1cccnc1)c1ccccc1[N+](=O)[O-],4,-2,0.1,8,-6,1,nt,-13,-25,14
Fc1ccccc1-c1nc(NCc2ccco2)c2ccccc2n1,-3,-4,-0.1,1,27,1,1,13,-1,-3
Cc1cccc(C)c1N1CCN(CCn2c(=S)[nH]c3ccccc3c2=O)CC1,1,-8,-2.8,6,4,2,3,19,-34,-13
CCOc1ccccc1CNC(=O)CCCC(=O)n1nc(C)c2ccccc21,5,-2,0.3,2,-4,-4,-2,16,-17,16
Cc1cccc(C(=O)N2CCCC(CCC(=O)N3CCN(c4ccccn4)CC3)C2)c1 (stereo not drawn),-4,3,-0.2,-5,1,-1,3,24,-29,2
CCC(C)(C)C1CCC(=NNC(=O)c2ccoc2C)CC1 (stereo not drawn),-1,4,-4.0,29,-112,0,-1,24,-124,33
Cc1cccc(N(C(=O)c2snc(C(N)=O)c2N)C(C(=O)NCC2CCCO2)c2cccs2)c1 (stereo not drawn),1,-1,-0.1,3,-1,-2,-1,28,6,7
CC(=O)Nc1ccc(NCN2C(=O)C3C4CCC(C4)C3C2=O)cc1 (stereo not drawn),2,10,-0.4,-3,30,2,1,12,-16,-2
O=c1nc(Nc2ccc([N+](=O)[O-])cc2)[nH]c(=O)[nH]1,0,-2,-0.1,-12,0,2,1,8,-53,-32
CCOC(=O)C1CCCN(Cc2ccccc2F)C1 (stereo not drawn),-2,-3,-0.2,1,-5,-2,1,16,-3,25
Cc1cc(C)nc(N/N=C/c2ccccc2OCc2ccccc2)n1,2,1,0.1,-1,-9,0,-1,17,-31,-1
COc1ccc(C(=O)NCCc2nnc(SCC(=O)Nc3ccccc3C(C)C)n2C)cc1,1,1,1.9,-1,-15,7,-2,2,1,31
O=C(CCNS(=O)(=O)c1ccc(Br)cc1)NCCc1ccccc1,-1,-8,0.5,-2,3,-9,-1,17,-18,6
COc1cccc(NC(=O)NC2CCCCCCC2)c1,2,-2,1.9,12,-132,1,0,11,-120,15
CC(c1ccon1)N(C)Cc1cn(C)nc1-c1cccc(Cl)c1 (stereo not drawn),3,0,0.0,-3,4,-1,nt,37,-14,-2
N#CC(C(=O)NC1CC1)c1nc2ccccc2nc1N1CCN(C/C=C/c2ccccc2)CC1 (stereo not drawn),-3,-2,0.1,5,2,2,-5,15,-18,8
CCn1c(=O)n(CC)c2cc(N3CCCC3)c(NC(=O)c3ccc(C)c([N+](=O)[O-])c3)cc21,4,-2,-1.4,6,19,-1,7,7,-78,7
COc1ccccc1NC(=O)COc1ccc(Br)cc1CO,1,5,1.4,4,-41,-2,0,18,-18,18
COc1ccc(S(=O)(=O)Nc2ccc(Cl)cn2)cc1,nt,1,0.2,-8,-11,15,-2,nt,-130,6

# Profiles from above.
# O=C(CCNS(=O)(=O)c1ccc(Br)cc1)NCCc1ccccc1 reads GSK3B inh = -1; IEC-6 tox = -8; HIF activator = 0.5; HSF1 inh = -2; aSyn UTR inh = 3; HSP90 refold inh = -9; GSK3A inh = -1; AI-2 QS mod = 17; KLF5 inh = -18; HSF-1 act = 6
# COc1ccccc1NC(=O)COc1ccc(Br)cc1CO reads GSK3B inh = 1; IEC-6 tox = 5; HIF activator = 1.4; HSF1 inh = 4; aSyn UTR inh = -41; HSP90 refold inh = -2; GSK3A inh = 0; AI-2 QS mod = 18; KLF5 inh = -18; HSF-1 act = 18
# CCOC(=O)C1CCCN(Cc2ccccc2F)C1 (stereo not drawn) reads GSK3B inh = -2; IEC-6 tox = -3; HIF activator = -0.2; HSF1 inh = 1; aSyn UTR inh = -5; HSP90 refold inh = -2; GSK3A inh = 1; AI-2 QS mod = 16; KLF5 inh = -3; HSF-1 act = 25

# (continued)
SMILES,GSK3B inh,IEC-6 tox,HIF activator,HSF1 inh,aSyn UTR inh,HSP90 refold inh,GSK3A inh,AI-2 QS mod,KLF5 inh,HSF-1 act
Fc1ccccc1-c1nc2ccccc2[nH]1,3,5,3.0,22,-128,5,6,22,-119,38
CN(CC(=O)Nc1cccnc1Cl)S(=O)(=O)c1ccc(Cl)cc1,-1,-3,-0.4,-3,-12,-3,-1,28,-7,-13
CC1(c2ccccc2)NC(=O)N(CC(=O)Nc2ccc([N+](=O)[O-])cc2)C1=O (stereo not drawn),1,0,-0.5,-2,-10,-5,-1,-89*,-8,11
CC(C#Cc1c([C@@H](C)Oc2ccccc2)nnn1Cc1ccccc1)Oc1ccccc1 (stereo partly drawn),1,nt,0.0,-10,21,nt,-39,9,nt,-22
O=C(COc1ccc(Cl)cc1[N+](=O)[O-])N/N=C/c1cccs1,3,-1,1.3,3,-23,0,-2,40,-3,-5
CCCC(C)NC(=O)c1c2c(nc3ccccc13)CCC2 (stereo not drawn),2,-4,-0.3,7,-21,8,-1,-8,-40,-10
COc1ccc(CCNc2nc(-c3ccccn3)cs2)cc1OC,2,13,0.9,-7,5,1,-4,29,-7,0
CC(C)(C)NC(=O)C(c1ccccn1)N(C(=O)C1CSC(=O)C1)c1ccccc1F (stereo not drawn),-3,-1,-0.6,-22,-34,1,-1,36,-20,-30
O=C(Nc1cc(Cl)ccc1N1CCOCC1)c1ccc(N2CCCCC2)c([N+](=O)[O-])c1,0,nt,0.3,-1,3,nt,-4,17,nt,4
O=C(c1ccco1)N1CCN(C(=O)c2cc(-c3ccc(F)cc3)no2)CC1,4,-1,0.0,2,-1,-3,1,10,-38,-13
O=C(Nc1ccc2c(c1)OCCO2)C1CCN(S(=O)(=O)c2ccc(Br)s2)CC1,0,0,0.2,-4,3,1,-2,26,-14,-10
Cc1ccc(S(=O)(=O)N2CCC(=O)N(C(COCc3cccc(Cl)c3)C(C)C)CC2)cc1 (stereo not drawn),-4,4,-0.5,7,9,5,0,16,-20,5
O=C(NC(Cc1ccccc1)C(=O)O)c1ccc(S(=O)(=O)N2CCCCC2)cc1 (stereo not drawn),1,-3,-3.2,-3,-12,0,-2,34,-33,-12
COc1ccccc1NC(=O)CSc1nnc(-c2ccccn2)n1Cc1ccco1,0,-6,0.4,5,25,1,-5,37,-11,4
C=CCN1C(=O)C(Cc2ccc(OCC)cc2)S/C1=N\N=C\c1cccs1 (stereo not drawn),-1,6,0.8,19,-29,-4,0,23,-15,56*
CC(Sc1nnc(-c2ccccc2F)n1N)C(=O)NCC1CCCO1 (stereo not drawn),1,nt,1.8,1,2,nt,-4,20,nt,1
CC1(C)CC(=O)C(CS(=O)(=O)c2ccccc2)=C(Cl)C1,3,4,-0.4,-3,-20,-6,-2,9,-50,-15
O=C(NCC(c1ccco1)N1CCCC1)c1cccc(S(=O)(=O)Nc2ccc(Br)cc2)c1 (stereo not drawn),0,-8,-0.2,14,4,2,0,9,-16,29
Cc1ccc(S(=O)(=O)NC2CCCCCCC2)cc1,-2,4,0.4,5,11,-4,-3,19,13,-1
CC(C)c1ccc(NC(=O)COC(=O)CSc2nnc(N)s2)cc1,-2,-4,1.0,-6,1,1,-2,26,2,-8
CC(C)(O)C#Cc1ccc(CN2CCC(CO)(CCc3ccccc3)CC2)cc1,1,4,-0.9,1,-19,1,-1,10,-21,3
O=S(=O)(NCC1CCCN(Cc2ccccc2)C1)c1cccc2cccnc12 (stereo not drawn),0,6,-0.5,-6,15,3,1,15,-44,19
Cc1csc(NC(=O)CSc2[nH]c(=O)ncc2C)n1,0,nt,-0.1,-3,-12,nt,0,26,nt,3
COc1cc(C(=O)Nc2cc(C)cc(C)c2)c(-n2cnnn2)cc1OC,4,-4,0.9,nt,17,1,-3,5,-16,nt
O=C(COc1ccccc1)NC(=S)Nc1cccc([N+](=O)[O-])c1,1,-11,-0.1,2,-20,-6,-1,24,-26,20
Cc1ccc(N(C)S(=O)(=O)c2cc(-c3cnc(C4CC4)o3)ccc2C)cc1,0,3,-0.5,5,9,0,-2,11,2,20
CCOc1ccc(-c2noc(CCC(=O)NC3CCCC3)n2)cc1OC,-2,-3,0.2,5,-20,1,-2,22,-19,16
Nc1c(Cl)cc(-c2[nH]c3cc(C(=O)NCCO)ccc3c(=O)c2O)cc1Cl,-1,-5,0.5,6,-9,-4,3,27,-14,-4
Nc1nonc1-n1nnc(C(=O)N/N=C/c2ccco2)c1-c1ccccc1,2,-4,0.1,1,14,-3,26,11,-32,3
O=C(Nc1ccc(Cl)cc1)N1N=CCC1c1ccccc1 (stereo not drawn),-1,4,-0.4,-3,-25,6,6,-1,-1,-1
COc1ccc(NC(=O)CCc2nnc3ccc(N4CCN(c5cccc(OC)c5)CC4)nn23)cc1,2,-1,2.6,-1,-3,-1,0,28,-18,-6
O=C(O)c1cccnc1SCc1ccc([N+](=O)[O-])cc1,-1,-1,-0.7,4,-7,10,-5,30,-30,-4
Cc1onc(-c2ccccc2Cl)c1C(=O)Nc1cccc2nsnc12,-2,-2,-0.9,-8,18,1,-1,16,11,-1
CCc1ccc(NC(=O)Nc2cccc(OC)c2)cc1,8,-1,1.6,19,-199,1,-2,-14,-123,9
CCc1ccccc1N(CC(=O)NCc1ccc(OC)cc1)C(=O)CCC(=O)Nc1ccccn1,-1,3,-0.3,-2,-2,1,3,19,0,-12
OC(COc1ccc(CNCCc2ccc(C(F)(F)F)cc2)cc1)CN1CCCCC1 (stereo not drawn),0,99*,-0.7,10,82*,2,-2,19,-16,10
COC(=O)Cc1ccc(NC(=S)NNC(=O)C2CC2)cc1,1,-2,-0.3,-10,-1,-2,-2,3,-13,-20
COc1cccc(/C=C(\C(=O)O)c2ccccc2)c1,0,2,-0.2,1,2,4,13,-7,-15,-14
CCOc1cc(/C=N/O)ccc1OS(=O)(=O)c1ccc(C)cc1,1,-1,1.8,5,5,-3,20,7,-20,-5
COc1cccc2sc(=NC(=O)CCS(=O)(=O)c3ccc(C)cc3)n(C)c12,5,nt,0.2,-6,20,nt,-4,34,nt,5
Cc1cc(C)cc(Cn2ncc(Cl)c(Cl)c2=O)c1,4,-4,-5.6,88,35,-1,-1,18,-6,117*
COc1ccc(NC(=S)NN2CCN(C)CC2)cc1,1,4,-0.1,-7,5,-1,-3,-12,-17,-5
C=CCSc1nnc(Cn2c(=O)sc3ccccc32)n1C,2,0,-0.1,-1,6,0,nt,-4,2,-2
CN(C)CCCN(C(=O)COc1ccccc1)c1nc2c(F)cccc2s1,-2,-4,-0.1,4,-5,1,-1,14,-19,-9
CCCCOC(=O)/C(=C/c1cn(C)c2ccccc12)NC(=O)c1ccc(OC)cc1,4,-2,-0.1,18,-100,-2,-3,8,-15,25
Cc1ccc(NC(=O)C[n+]2ccccc2)cc1[N+](=O)[O-],1,-4,0.7,0,-6,-2,-1,6,-20,7
COc1cccc(NC(=O)N(CCCN2CCOCC2)C(C)c2cc3cccc(OC)c3o2)c1 (stereo not drawn),0,3,0.6,13,-35,2,0,25,-25,14
O=C(CCCNS(=O)(=O)c1cccc2nsnc12)NCc1ccc(Cl)cc1,-5,6,0.0,0,-5,4,-1,28,-21,2
